Bioassay records (PubChem BioAssay)
MEKK2 mut-MEK5: signal of MEK5 binding to mutant human MEKK2 PB1 domain; bead flow cytometry, Alexa488-MEK5 binding to MEKK2 mutant; percent response, % at 10 µM; 290,000 compounds, 0.35% hits; in the data active = percent response above about 24%, passing the limit was not always enough; note: inactives centre near 1; some results filed as inactive read as strong as hits
MEKK2 WT-MEK5: raises or lowers MEK5 binding to wildtype human MEKK2 PB1 domain | binding response (% of control), % at 10 µM | Q9Y2U5 | 290,000 compounds, 1.1% hits | bead flow cytometry, Alexa488-MEK5 binding to MEKK2 WT; actives lie on both sides | AID 1531; in the data active = binding response below about 67% or above about 130%
OXTR ag: human OXTR agonism. P30559. CHO-OTR cells, Fluo-8 calcium fluorescence; normalized: DMSO 0%, oxytocin 100%. activation, % at 3 µM. 320,000 compounds, 0.32% hits. AID 2435;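 active = activation above the mean of all tested compounds plus 3 SD, cutoff set per screening run, cut at about 20% in these data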;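 note: peak over basal fluorescence ratio from a 100 s FLIPR kinetic read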
GPR7 antag: antagonists of human GPR7 (neuropeptides B/W receptor 1); AID 1861; inhibition, % at 4.4 µM; 290,000 compounds, 1.1% hits; GPR7-expressing cells, fluorescence antagonist assay; in the data active = inhibition above about 16%, passing the limit was not always enough;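 note: cells stimulated with the agonist NPW; 0% = agonist with vehicle and 100% = vehicle without agonist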
Target sequence (P48145 whole entry, looked up): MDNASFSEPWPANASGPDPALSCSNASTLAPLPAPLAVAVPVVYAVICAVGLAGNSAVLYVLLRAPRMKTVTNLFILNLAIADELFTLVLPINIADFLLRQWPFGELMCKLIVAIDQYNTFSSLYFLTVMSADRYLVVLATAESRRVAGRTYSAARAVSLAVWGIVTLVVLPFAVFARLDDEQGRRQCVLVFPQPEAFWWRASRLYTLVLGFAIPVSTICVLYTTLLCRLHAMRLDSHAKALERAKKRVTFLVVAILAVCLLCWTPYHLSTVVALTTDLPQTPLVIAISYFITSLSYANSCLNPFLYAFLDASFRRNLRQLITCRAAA
V1R ag counter: counter-screen for oxytocin receptor agonists: human V1a receptor agonists | P37288 | CHO-V1R cells, Fluo-8 calcium fluorescence, agonist mode; 0% DMSO, 100% 3 nM vasopressin | activation, % at 3 µM | 320,000 compounds, 0.25% hits | AID 2797;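 active = activation above the mean activation of all tested compounds plus 3 SD, per screening run, cut at about 20% in these data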;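 note: signal is peak over basal fluorescence ratio across a 100 second FLIPR read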
Target sequence (P37288 whole entry, looked up): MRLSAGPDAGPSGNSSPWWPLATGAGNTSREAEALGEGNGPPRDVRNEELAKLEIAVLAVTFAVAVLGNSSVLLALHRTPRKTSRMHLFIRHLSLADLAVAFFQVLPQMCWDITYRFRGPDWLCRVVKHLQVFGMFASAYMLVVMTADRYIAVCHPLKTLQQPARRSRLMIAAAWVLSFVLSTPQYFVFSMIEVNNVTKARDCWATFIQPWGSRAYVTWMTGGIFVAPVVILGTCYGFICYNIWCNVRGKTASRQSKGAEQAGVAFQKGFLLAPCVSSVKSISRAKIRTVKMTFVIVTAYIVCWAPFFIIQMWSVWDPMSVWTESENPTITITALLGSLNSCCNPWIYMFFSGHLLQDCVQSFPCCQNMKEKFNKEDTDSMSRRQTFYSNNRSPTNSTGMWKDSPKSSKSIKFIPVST
M18AAP inhibitor: blocks P. falciparum M18 aspartyl aminopeptidase. 290,000 compounds, 1.2% hits. recombinant PfM18AAP, H-Glu-NHMec fluorogenic cleavage. inhibition, % at 7.35 µM. AID 1822;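 active = inhibition above the campaign mean inhibition over all tested compounds plus 3 SD, cut at about 28% in these data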;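 note: 0% = plate median of test compound wells and 100% = 2 mM ZnCl2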
NALP1 yeast inh: NALP1 inhibition; S. cerevisiae NALP1/ASC/caspase-1 growth, X-gal OD620, 72 h; AID 2071; inhibition, % at 10 µM; 280,000 compounds, 0.61% hits; in the data active = inhibition mostly above about 24%, no sharp cut-off; inactive = mostly below about 32%; note: some compounds called inactive have numbers as strong as hits
OXTR potentiate: human OXTR potentiation. P30559. CHO-OTR cells, Fluo-8 calcium fluorescence, potentiator mode; 0% = oxytocin EC15, 100% = EC100. activation, % at 3 µM. 320,000 compounds, 0.061% hits. AID 2445;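 active = activation above that plate's cutoff, the mean activation of tested compounds plus 3 SD, cut at about 6.6% in these data, passing the limit was not always enough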;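 note: 100% uses oxytocin at 75 nM as the full agonist control; some results filed as inactive read as strong as hits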
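Replication – single well per compound, singlicate · Assay system – CHO cell line stably expressing human OTR · Timing – 6 min pre-incubation, 100 s read · Measure – normalized max/min fluorescence ratio, % activation · Doses – 3.0 µM, one dose · Detection – Fluo-8 calcium dye fluorescence · Probe or stimulus – oxytocin near EC15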
GalR3 antag: blocks the human galanin receptor 3; O60755; HEK293 GalR3-CNG cAMP membrane potential fluorescence; galR3 body fused to GalR1 C-terminus; inhibition, % at 3 µM; 360,000 compounds, 0.44% hits; AID 651719;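 active = inhibition above the screen-wide average plus 3 SD, cut at about 13% in these data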;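 note: forskolin and galanin both at EC90 stimulate the cells; cAMP rise reported by CNG channel membrane potential dye signal; 0% = forskolin plus galanin with DMSO and 100% = forskolin alone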
Target sequence (O60755 1-299 limits assumed): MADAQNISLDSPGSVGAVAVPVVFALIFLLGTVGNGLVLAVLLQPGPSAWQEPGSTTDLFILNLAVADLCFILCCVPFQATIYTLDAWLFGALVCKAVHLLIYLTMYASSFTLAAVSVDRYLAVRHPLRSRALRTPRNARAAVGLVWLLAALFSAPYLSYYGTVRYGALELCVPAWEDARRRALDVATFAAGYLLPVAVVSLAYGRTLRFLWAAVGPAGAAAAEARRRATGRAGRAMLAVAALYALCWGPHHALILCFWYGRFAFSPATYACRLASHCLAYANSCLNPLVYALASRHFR
* = called active by the depositor; x = no result given.

SMILES	MEKK2 mut-MEK5	MEKK2 WT-MEK5	OXTR ag	GPR7 antag	V1R ag counter	M18AAP inhibitor	NALP1 yeast inh	OXTR potentiate	GalR3 antag
CCOc1ccc(CCNC(=O)c2nnc(CS(=O)(=O)c3ccccc3)o2)cc1OCC	1.0	103.0	1.2	-8.2	3.0	0.6	8.8	-5.7	-7.8
O=c1[nH]c2ccccc2nc1/C=C(\O)C1CC1	-1.0	96.0	-0.9	5.1	-0.5	-6.0	15.8	-4.4	-12.0
Cc1ccccc1NC(=O)CN1C(=O)CSc2ccc(S(=O)(=O)N3CCCC3)cc21	-2.0	94.0	0.2	-10.9	1.1	-4.1	14.2	-6.2	0.6
Cc1ccccc1C(C(=O)NCc1ccccc1)N(Cc1ccco1)C(=O)c1ccccn1 (stereo not drawn)	-3.0	102.0	-1.1	8.6	1.6	-46.5	5.9	-17.0	-4.1
COc1ccc2c(c1OC)C(=O)N1c3cccc(Cl)c3C(=O)OC21 (stereo not drawn)	-2.0	93.0	0.7	-1.8	-1.2	-7.8	-14.9	-1.0	-4.8
CCc1nnc(NC(=O)Cc2ccc(OCc3c(C)noc3C)cc2)s1	2.0	105.0	1.5	-6.0	1.0	-4.5	8.3	-6.3	2.0
COC(=O)c1sccc1NC(=S)N1CCCCC1C (stereo not drawn)	2.0	100.0	-3.3	-4.3	-1.0	-0.1	4.2	-10.7	7.6
CC(C)(C)OC(=O)N1CCC(C(=O)N[C@H](C(=O)O)c2ccccc2)(c2ccccc2)CC1	7.0	105.0	-0.4	3.1	1.0	-3.8	-0.2	-4.7	-9.4
Cc1cc(C)n(CCc2nc(-c3cc4ccccc4o3)cs2)n1	x	x	7.8	-5.1	3.4	-2.9	7.6	-20.5	-2.0
Cc1ccc(N(C)C(=O)CCNC(=O)Cn2cnc3ccccc3c2=O)cc1C	-2.0	102.0	0.4	-10.4	1.0	-4.9	-6.1	-0.6	-9.6
C=CCn1c(SCc2ccccc2)nc2c1c(=O)[nH]c(=O)n2C	-4.0	95.0	-1.4	-3.9	-0.4	-4.1	8.3	-7.2	-8.7
CCOC(=O)C1CCCCN1Cc1ccc(-c2ccccc2)cc1 (stereo not drawn)	-5.0	86.0	x	-19.9	x	-0.6	9.3	x	-1.5
O=C(COc1ccc(Cl)cc1)OCC(=O)N1CCCCCC1	-7.0	90.0	0.5	-12.0	1.2	-1.5	21.5	-8.9	-2.5
CCCn1c(NC(=O)C2COc3ccccc3O2)nc2ccccc21 (stereo not drawn)	2.0	108.0	-0.8	0.6	-0.7	-3.9	-3.3	-6.7	-4.1
CCCCNc1c(-c2ccc(-c3ccc(OC)cc3)c(OC)c2)nc2ccccn12	x	x	-2.0	x	-0.2	x	x	-9.1	-6.6
CC1COc2ccccc2N1C(=O)c1ccc(Cl)cc1 (stereo not drawn)	0.0	96.0	-2.5	18.0	-1.3	7.4	-7.3	-9.8	-9.9
COc1ccccc1NC(=O)c1sc2nc(-c3ccco3)ccc2c1N	-8.0	86.0	-0.8	4.1	0.7	8.9	8.5	-9.3	x
CCNC(=S)NNC(=O)C1CCN(Cc2ccccc2)CC1	-2.0	99.0	1.5	-2.5	0.4	2.6	-12.3	1.6	-2.7
Cc1nc2ccc(NC(=O)c3cc(Cl)ccn3)cc2s1	-1.0	86.0	-0.8	-4.6	0.8	10.8	0.7	-2.0	-10.4
N/N=C1\CCCc2c1[nH]c1ccc([N+](=O)[O-])cc21	-4.0	90.0	-1.6	-10.2	-1.9	-0.7	-2.6	-9.0	-4.4
N#CC(C#N)=C1C=CC=CN1/C(=C\c1ccco1)C(=O)c1ccc(-c2ccccc2)cc1	17.0	104.0	0.5	15.9	0.1	-5.7	26.1	-2.2	-1.6
Cc1ccc(S(=O)(=O)N2CCC(C(=O)NNC(=O)c3ccncc3)CC2)cc1	1.0	102.0	0.0	-6.8	0.4	-14.2	-0.1	0.0	-5.0
Cc1ccc(CN2CCNC(=O)C2CC(=O)O)o1 (stereo not drawn)	13.0	106.0	1.0	2.2	0.5	3.8	x	-3.2	-0.3
COC(=O)C1ON2OC(C(=O)OC)C(C(=O)OC)C2C1CC(C)=O (stereo not drawn)	-2.0	97.0	0.7	-18.5	0.5	1.7	10.1	-0.9	-4.8
CCOC(=O)C(NC(=O)CC)(Nc1ccc(S(=O)(=O)Nc2cc(C)on2)cc1)C(F)(F)F (stereo not drawn)	3.0	110.0	0.4	-4.2	1.1	-2.1	-0.6	-8.3	-4.0
Cc1ccc(N2CCN(C(=O)CNS(=O)(=O)c3ccc(Br)s3)CC2C)cc1 (stereo not drawn)	x	x	-0.8	-9.7	1.2	-1.2	-5.7	-11.2	-2.1
CN(Cc1ccccc1)C(=O)COC(=O)c1ccccc1Nc1ccccc1	12.0	121.0	-0.8	-1.9	1.5	0.0	32.6	-7.4	-2.0
CN1c2ccccc2C(C)(C)C12C=Nc1c(ccc3ccccc13)O2 (stereo not drawn)	3.0	95.0	1.4	-7.8	0.6	11.0	1.3	-7.3	4.0
COC(C/C=C\C(=O)[C@@H](C)OCc1ccccc1)OC	2.0	98.0	1.0	x	0.3	x	x	-11.7	x
Cc1ccc(C2N(c3ccccc3)C(=S)N3CCCN23)cc1 (stereo not drawn)	9.0	106.0	-1.8	24.4*	-0.9	-6.5	-7.0	-4.6	-1.8
CNC(=O)C12CCC(C)(c3nc4cc(C)c(C)cc4nc31)C2(C)C (stereo not drawn)	7.0	106.0	-1.6	-3.4	-0.7	-5.8	-12.2	-7.2	-3.6
COc1ccc(NC(=O)N2c3ccc(OC)cc3C(C)=CC2(C)C)cc1	-1.0	100.0	-1.2	0.8	0.8	9.3	42.6	-7.5	-1.5
CC(NC(=O)C1CCCN1S(=O)(=O)c1cccc2nsnc12)c1ccccc1 (stereo not drawn)	-1.0	97.0	1.2	2.8	0.9	-4.2	-8.6	-2.8	x
COc1ccc(C(=O)/C=C/c2ccc(OC3CSC3)cc2)cc1OC	-2.0	95.0	4.8	0.2	6.5	-13.8	-6.1	-6.6	-4.2
O=C(Nc1ccc(C(=O)N2CCCC(CO)C2)cc1)c1ccc(Br)o1 (stereo not drawn)	x	x	0.4	x	1.7	x	x	-5.7	-2.4
Cc1noc(C)c1S(=O)(=O)Nc1ccc(C#N)cc1	5.0	101.0	1.6	-8.1	3.8	-0.4	-47.2	-1.7	-0.6
CCn1c(=O)cc(OCC(=O)NCCCN2CCN(c3cccc(Cl)c3)CC2)c2ccccc21	6.0	136.0	4.5	-4.4	6.4	0.1	0.2	-8.5	-7.0
O=C(NCC(c1ccccc1Cl)N1CCCC1)C1CCN(C(=O)Nc2ccccc2)CC1 (stereo not drawn)	x	x	-0.5	x	0.6	x	x	-4.6	-1.1
O=C(CSc1ccccc1)Nc1cccc(S(=O)(=O)N2CCOCC2)c1	x	x	0.2	x	1.8	x	x	-2.6	-2.8
COc1ccc(OC)c(NC(=O)CSc2nccn2Cc2ccco2)c1	7.0	108.0	2.6	1.1	2.7	-2.3	2.7	-3.2	-1.3
Cn1c(=O)cc(OCC(=O)NCCCN2CCN(c3ccccc3F)CC2)c2ccccc21	0.0	102.0	-1.1	1.5	-0.6	5.9	10.6	-9.1	-5.7
CN1C2=C(C#N)C(c3ccccc3)(C(F)(F)F)NC(=O)N2c2ccccc21 (stereo not drawn)	-5.0	97.0	-0.9	-2.9	2.0	1.6	32.0	-18.4	-5.6
Cn1cccc1/C=C1\SC(=S)N(CC(=O)O)C1=O	-3.0	90.0	1.2	4.5	1.9	4.9	28.4	-1.9	3.4
CCOC(=O)c1c(CC(C)C)csc1/N=C/C1C(=O)CCCC1=O	-3.0	95.0	1.0	-5.3	3.8	8.8	3.8	-15.9	-1.6
COc1cc(SC)ccc1C(=O)Nc1ncc(Cl)cc1Cl	-1.0	112.0	-0.9	0.2	-0.7	2.6	-7.6	-7.9	-1.0
CN(C)CCn1c(=S)[nH]c2ncccc2c1=O	1.0	102.0	-0.7	-8.3	1.0	9.0	7.3	-8.0	-5.2
Fc1ccc(CN2CCCCCCC2)c(F)c1	2.0	98.0	1.6	-2.3	-0.4	4.0	-6.9	-2.1	3.3
O=C(CCCCCN1C(=O)CCC1=O)Nc1ncn[nH]1	-2.0	97.0	0.9	-9.9	1.5	2.3	-8.1	-1.8	0.5
Cc1ccc(NC(=O)CSc2nnc(-c3cnccn3)n2C)cc1C	8.0	109.0	-0.3	-13.2	0.7	1.7	13.9	6.6	-6.6
CC(=O)c1cnc(Nc2ccc(C)cc2)s1	2.0	101.0	-2.1	-6.1	-1.0	2.1	13.8	-11.0	-9.0
CC(C(=O)Nc1nccs1)N1C(=O)c2ccccc2S1(=O)=O (stereo not drawn)	x	x	1.1	x	1.0	x	x	5.8	-5.0
CC(C)CCNC(=O)C1CCN(S(=O)(=O)c2ccc(-n3cnnn3)cc2)CC1	-3.0	103.0	-0.2	9.1	2.2	-0.7	26.0	-8.8	-7.2
O=C(CS(=O)(=O)c1ccccc1)Nc1nc(-c2ccc(F)cc2)cs1	-1.0	98.0	0.6	-7.3	1.8	1.5	-0.3	-5.1	3.7
CCOC(=O)c1cc(-c2ccc(OC)cc2OC)nn1-c1ccc(C(=O)O)cc1	-7.0	82.0	0.9	-2.5	0.2	1.2	17.3	-3.1	-2.5
Cc1noc2ncnc(N3CCN(c4ccc(F)cc4)CC3)c12	-5.0	94.0	-0.1	1.3	1.8	-2.9	1.6	1.0	-6.2
COc1c(Cl)ccc(Cl)c1C(=O)NC(=S)N1CCOCC1	1.0	100.0	-0.8	-2.7	-0.9	3.0	25.1	-15.0	-3.9
CC(C)CNc1ncnc2c1cnn2Cc1ccccc1Cl	3.0	106.0	-1.8	38.3*	0.2	2.4	17.5	-10.5	-8.5
Cc1occc1C(=O)O/N=C(\N)c1ccccc1	8.0	106.0	-0.7	-5.2	0.3	7.7	x	-3.1	-0.7
Cc1ccc(CNc2ccc(N3C(=O)CC(C)C3=O)cc2[N+](=O)[O-])cc1 (stereo not drawn)	-2.0	96.0	4.3	-3.7	6.3	1.3	26.3	-11.2	-3.2
C=CCn1c(SCC(=O)N(C)C2CCCCC2)nnc1C1CC1	x	x	2.5	x	0.2	x	x	0.7	-8.0

Grouped by structure: those above containing bromine
SMILES	MEKK2 mut-MEK5	MEKK2 WT-MEK5	OXTR ag	GPR7 antag	V1R ag counter	M18AAP inhibitor	NALP1 yeast inh	OXTR potentiate	GalR3 antag
Cc1ccc(N2CCN(C(=O)CNS(=O)(=O)c3ccc(Br)s3)CC2C)cc1 (stereo not drawn)	x	x	-0.8	-9.7	1.2	-1.2	-5.7	-11.2	-2.1
O=C(Nc1ccc(C(=O)N2CCCC(CO)C2)cc1)c1ccc(Br)o1 (stereo not drawn)	x	x	0.4	x	1.7	x	x	-5.7	-2.4
